TrxR1 substrate = rat thioredoxin reductase 1 substrate activity; O89049; purified TrxR1 substrate turnover, NADPH consumption readout; Potency, µM (series often up to 114 µM), for the others: at the highest dose activity change, negative = substrate turnover; 390,000 tested, 0.01% active; AID 588456; also: potency is read from the fitted curve at half-maximal effect; % is scaled to controls: 0 for no effect and ±100 for the full control effect; nearly all actives have a fitted effect of over 50% in size
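Rat TrxR1, dispensed at 90 nM, was prereduced with 400 uM NADPH (final) for 5 min at ~22 deg C, then incubated with compound 15 min before 400 uM selenite. A first-read NADPH fluorescence drop versus no-compound background flagged substrates.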
Vif-APOBEC3G blk = inhibitors of Vif-APOBEC3G interaction; HeLa A3G-eYFP + Vif (tagged APOBEC3G with the HIV-1 protein that degrades it), YFP fluorescence, overnight; Q9HC16; 410,000 tested, 0.076% active; Potency, µM (doses to about 46.1 µM), inactives show top-dose activity, negative = active, most hits filed as inhibitors;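 also: potency is read from the fitted curve at half-maximal effect; % is scaled to controls: 0 for no effect and ±100 for the full control effect; nearly all actives have a fitted effect of over 60% in size; hits raise eYFP signal because A3G escapes Vif-driven loss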
Target sequence (Q9HC16 whole entry, looked up): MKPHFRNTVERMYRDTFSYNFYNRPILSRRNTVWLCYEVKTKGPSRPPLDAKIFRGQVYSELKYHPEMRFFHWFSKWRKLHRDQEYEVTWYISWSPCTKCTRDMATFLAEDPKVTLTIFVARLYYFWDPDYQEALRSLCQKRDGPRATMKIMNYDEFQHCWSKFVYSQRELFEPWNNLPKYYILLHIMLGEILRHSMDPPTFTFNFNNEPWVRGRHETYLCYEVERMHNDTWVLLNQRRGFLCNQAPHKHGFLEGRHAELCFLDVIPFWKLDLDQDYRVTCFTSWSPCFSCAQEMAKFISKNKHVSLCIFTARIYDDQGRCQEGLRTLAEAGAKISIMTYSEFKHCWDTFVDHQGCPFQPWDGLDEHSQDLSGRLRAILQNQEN
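HeLa cells stably expressing Vif and C-terminally eYFP-tagged A3G, seeded overnight at 37 deg C, then exposed to compound by pintool overnight at 37 deg C. Rise in yellow fluorescence (Ex 488/Em 500-530, Acumen) marks blocked Vif-driven A3G degradation.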
USP1 inh = USP1/UAF1 (human) deubiquitinase inhibition. Potency, µM (highest dose often 57.1 µM), for inactives: at the top dose activity change, negative = inhibition, most hits filed as inhibitors. O94782. 390,000 tested, 0.23% active. recombinant USP1/UAF1, Ub-Rhodamine cleavage fluorescence; also: potency is read from the fitted curve at half-maximal effect; % is scaled to controls: 0 for no effect and ±100 for the full control effect; nearly all actives have a fitted effect of over 60% in size; inactives centre near -12
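1 nM enzyme complex + cpd, 15 min RT; start with Ub-Rho 150nM final; kinetic fluorescence ex 480/em 540, 6 reads q60 s. Buffer 50mM HEPES pH 7.8, 0.5mM EDTA, 0.1 mg/ml BSA, 1mM TCEP, 0.01% Tween-20.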
mIDH1 inhibitor = inhibitors of human mutant IDH1 R132H; IDH1-R132H enzyme, NADPH consumption, diaphorase/resazurin fluorescence; Potency, µM (series often up to 76.6 µM), for inactives: at the highest dose activity change, negative = inhibition, hits mostly inhibitors; 390,000 tested, 0.093% active; O75874; also: potency is read from the fitted curve at half-maximal effect; % is scaled to controls: 0 for no effect and ±100 for the full control effect; nearly all actives have a fitted effect of over 65% in size
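IDH1-R132H (0.5 ug/mL) preincubated 30 min with compound, then NADPH (0.016 mM) and alpha-KG (2 mM) added; 80 min at RT, pH 7.5. Remaining NADPH coupled via diaphorase/resazurin to fluorescence (540/590 nm); concentration-response curves normalized to no-enzyme control.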
Glioma ERSR ind = induces the endoplasmic reticulum stress response in human glioma cells; U87-MG GRP78 promoter luciferase reporter, 16 h; Potency, µM, without a hit: at the highest dose activation, actives largely listed as activators; 420,000 tested, 0.02% active; also: potency is read from the fitted curve at half-maximal effect; series mostly up to about 76 µM; % of control where 0% means no effect; nearly all actives have a fitted effect of over 35% in size
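ERSR induction read as luciferase luminescence (Bright-Glo, 10 min at room temperature) in stably transfected human U87-MG glioma cells exposed to compounds for 16 h, using GRP78 as sensor.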
LDHA inh = LDHA (human) enzyme inhibition | purified LDHA, NADH/diaphorase-resazurin fluorescence; active compounds read low | AID 1347041 | activity change, % (values are at about 110 or 230 µM) | 480,000 tested, 0.15% active; in the data active = activity change below about -30%;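 also: plate controls were DMSO wells for no effect and wells without enzyme for full effect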
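Human LDH5 at 2 nM final in Tris HCl pH 7.4 with 0.06 mM NADH and 0.2 mM pyruvate, reacted 5 minutes at room temperature. Remaining NADH coupled via diaphorase/resazurin; resorufin fluorescence read at 0 and 20 minutes, normalized to enzyme-free and DMSO wells.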
RXFP1 agonist = activates the human relaxin receptor RXFP1; Q9HBX9; HEK293T-RXFP1 cAMP TR-FRET, 30 min; response scale: percent of porcine relaxin response, buffer zero; Potency, µM (doses to about 57.5 µM), for inactives: at the highest dose activation, most hits filed as activators; 370,000 tested, 0.3% active; AID 2676; also: potency is read from the fitted curve at half-maximal effect; % is scaled to controls: 0 for no effect and ±100 for the full control effect; nearly all actives have a fitted effect of over 60% in size; many of its hits are not listed in these tables
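Agonist response is measured as cAMP accumulation in an RXFP1-transfected HEK293T line under PDE4 inhibition. Values are scaled between buffer-only and 29 nM porcine relaxin, and EC50s come from standard Hill equation fits.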
PI4K2A inh = blocks human PI4K2A kinase activity; purified PI4K2A, ADP-Glo luminescence, 1 h; active compounds read low; activity change, negative = inhibition, % at 76.9 µM; 420,000 tested, 0.13% active; AID 1346378; in the data active = activity change below about -50%;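 also: -100% = wells without enzyme as full effect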
Target sequence (Q9BTU6 whole entry, looked up): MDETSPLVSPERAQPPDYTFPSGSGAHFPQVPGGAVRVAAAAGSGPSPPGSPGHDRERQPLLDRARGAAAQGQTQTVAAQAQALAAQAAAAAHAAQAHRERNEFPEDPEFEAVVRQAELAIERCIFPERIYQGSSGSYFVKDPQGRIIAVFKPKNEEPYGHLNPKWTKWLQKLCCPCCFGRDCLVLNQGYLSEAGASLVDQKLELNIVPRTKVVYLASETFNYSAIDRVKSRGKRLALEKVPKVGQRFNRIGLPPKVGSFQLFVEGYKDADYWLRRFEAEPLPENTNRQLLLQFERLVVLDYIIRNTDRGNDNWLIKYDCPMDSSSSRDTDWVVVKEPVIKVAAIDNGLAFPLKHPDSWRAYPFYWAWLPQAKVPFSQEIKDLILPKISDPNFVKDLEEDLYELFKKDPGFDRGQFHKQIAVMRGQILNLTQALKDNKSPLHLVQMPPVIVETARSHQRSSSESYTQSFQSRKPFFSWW
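In this quantitative HTS, ADP production by PI4K2A was quantified luminescently after 1 h at ambient temperature; 100 microM adenosine served as plate-quality control.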
Vif-APOBEC3F blk = Vif-A3F binding inhibition; HeLa A3F-eYFP + Vif (tagged APOBEC3F with the HIV-1 protein that degrades it), YFP fluorescence increase; Potency, µM (doses to about 46.1 µM), without a hit: at the top dose activity, negative = active; 390,000 tested, 0.2% active; AID 602313; also: potency is read from the fitted curve at half-maximal effect; % of control where 0% means no effect; nearly all actives have a fitted effect of over 65% in size
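HeLa cells stably expressing Vif plus C-terminally eYFP-tagged A3F were seeded, incubated overnight at 37 deg C, dosed with compound, incubated overnight again at 37 deg C. Yellow fluorescence (Ex 488/Em 500-530) reported blocked Vif-mediated A3F-eYFP degradation.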
Active calls of the source: *; . = not tested or not shown; & = joins results of further samples; [ ] = another dose, or the depositor's remark. Unless noted, calls follow the shape of the dose curve; as a rule, active = well fitted curve in the direction sought with a large enough effect; inconclusive = small, poorly fitted or top-dose-only effect, or another doubt; inactive = no such curve, though single readings can be large; an effect the other way counts as inactive or inconclusive. Some of the compounds tested (hit frequency here may not be typical).

SMILES | TrxR1 substrate | Vif-APOBEC3G blk | USP1 inh | mIDH1 inhibitor | Glioma ERSR ind | LDHA inh | RXFP1 agonist | PI4K2A inh | Vif-APOBEC3F blk
CCOC(=O)c1oc2c(CN3CCN(C)CC3)c(O)ccc2c(=O)c1-c1ccc(Br)cc1 | -4% | 0% | 1% | 0% | -3% | -1 | 0.5% | -4 | -9%
Cc1cc(Cl)ccc1OCCCC(=O)N1CCCCC1 | 12%[57.1 µM] | -11% | -12% | 5% | 5% | -1 | -0.4% | 9 | 1%
CCOC(=O)[C@@H]1[C@H]2COc3cc(OC)ccc3[C@@H]2N2C(=O)N(c3ccc(Br)cc3)C(=O)[C@]12C | 3%[57.1 µM] | 6% | -26% | 5% | -3% | -1 | . | 3 | -2%
CCCn1c(N)c(N(CCOC)C(=O)c2ccc(S(=O)(=O)N3CCOCC3)cc2)c(=O)[nH]c1=O | -1% | 1% | -2% | 7% | -5% | -4 | . | 2 | 1%
O=C(CSc1nnc(CNC(=O)c2ccco2)o1)Nc1cccc(C(F)(F)F)c1 | 8%[57.1 µM] | 2% | -27% | -1% | 0% | 0 | -1.1% | 0 | 3%
CC(=O)c1c(C)[nH]c(C(=O)COC(=O)c2cccc(S(=O)(=O)N(C)c3ccccc3)c2)c1C | 4% | -7% | -11% | 2% | -4% | -1 | -1.9% | -2 | -3%
COc1cccc(C(=O)Nc2cc3c(cc2N2CCOCC2)n(C)c(=O)n3C)c1 | 1% | 2% | -17% | 5% | -2% | 1 | -1.3% | -3 | 6%
Oc1c(C(c2ccccc2)N2CCN(c3cccc(Cl)c3)CC2)sc2nc(-c3ccco3)nn12 (stereo not drawn) | 1%[57.1 µM] | 7% | -19% | -13% | 0% | -2 | 0.2% | 32 | -2%
CCc1c(CN2CCN(c3ccc(F)cc3)CC2)csc1C | 0% | 0% | -16% | 5% | -3% | 0&0 | 0.7% | -4 | -4%
Cc1ccc(S(=O)(=O)N(CC(=O)Nc2cccnc2)c2cccc(Br)c2)cc1 | -9% | -21% | -12% | 9% | -3% | -2 | -5.5% | 3 | -14%
COc1ccc(Cl)cc1NC(=O)NCC1CCN(Cc2ccccc2F)CC1 | -1%&3% | 3%&-3% | -15%&-7% | -4%&-6% | -3%&-4% | -1&0 | 0.0%&0.3% | -2&-2 | -3%&0%
CCOCCCn1c(SCC(=O)Nc2ccc(C(N)=O)cc2)nc2ccccc2c1=O | 16%[57.1 µM] | -8% | -17% | 2% | -5% | -1 | 7.6% | -2 | -14%

The closing three entries of the section above open the next one:
SMILES | TrxR1 substrate | Vif-APOBEC3G blk | USP1 inh | mIDH1 inhibitor | Glioma ERSR ind | LDHA inh | RXFP1 agonist | PI4K2A inh | Vif-APOBEC3F blk
Cc1ccc(S(=O)(=O)N(CC(=O)Nc2cccnc2)c2cccc(Br)c2)cc1 | -9% | -21% | -12% | 9% | -3% | -2 | -5.5% | 3 | -14%
COc1ccc(Cl)cc1NC(=O)NCC1CCN(Cc2ccccc2F)CC1 | -1%&3% | 3%&-3% | -15%&-7% | -4%&-6% | -3%&-4% | -1&0 | 0.0%&0.3% | -2&-2 | -3%&0%
CCOCCCn1c(SCC(=O)Nc2ccc(C(N)=O)cc2)nc2ccccc2c1=O | 16%[57.1 µM] | -8% | -17% | 2% | -5% | -1 | 7.6% | -2 | -14%
CCOC(=O)c1c(NC(=O)CSc2cn(CCNC(=O)c3cccc(C(F)(F)F)c3)c3ccccc23)sc2c1CCC2 | -2% | -2% | -25% | 9% | -7% | 0 | -0.5% | -1 | 1%
CC(OC(=O)c1ncc(Cl)c(Cl)c1Cl)C(=O)NC1CCCCC1C (stereo not drawn) | 12%[11.4 µM] | 1% | -11% | 3% | -1% | -8 | 0.8% | 0 | -10%
COC(=O)c1ccccc1NC(=O)Cn1cnc2cc(C)c(C)cc21 | -3% | 1% | -12% | 14% | -3% | 7 | -0.8% | 1 | 2%
Cc1ccc2nc(-c3ccccc3)c(CN3CCSCC3)n2c1 | 7% | -7% | -29% | -7% | -1% | -4 | -0.4% | 2 | 8%
Cc1nn(CCC(=O)Nc2ccccc2Br)c(=O)c2nn(-c3ccccc3)c(C)c12 | 7%[57.1 µM] | 1% | -1% | -12% | 0% | -4 | -0.3% | 2 | 2%
COc1ccccc1NC(=O)Cn1c(=O)n2nc(C)nc2c2ccccc21 | 9%[57.1 µM] | 0% | -5% | -16% | 1% | -10 | 5.3% | -1 | -10%
Cc1c(Cl)cccc1NC(=S)N1CCN(Cc2ccc3c(c2)OCO3)CC1 | 4% | 0% | -19% | -13% | -5% | -11 | -1.1% | 4 | -13%
CC1(C)Oc2ccc3ccc(=O)oc3c2[C@H](O)[C@H]1O | 85%[activator][57.1 µM] | 6% | -6% | 9% | -3% | 0 | 0.3% | -5 | -2%
S=C1SCCN1Cc1ccccc1 | 8%[11.4 µM] | -1% | -20% | -2% | -5% | -13 | . | -2 | 1%
COc1ccc(C2(CCN)CC(C)N(C)CC2C)cc1 (stereo not drawn) | 8%[57.1 µM] | 2% | -5% | -7% | -1% | 0 | 0.1% | 3 | 1%
CCCCC(=O)N(c1ccc(C(=O)O)cc1)c1nc(-c2ccc(Cl)cc2)c(CC)s1 | 3% | 2% | -11% | -2% | 1% | 0 | 3.8% | 2 | 8%
COc1cccc(C(=O)C2CCCN(Cc3cccc(-n4cccn4)c3)C2)c1 (stereo not drawn) | 10% | 0% | -12% | 0% | -7% | -7 | -2.8% | -1 | 3%
O=C(CCn1c(=O)c2cccn2c2cccnc21)Nc1ccccc1C(F)(F)F | 2% | -4% | 1% | -4% | -3% | -14 | 4.3% | -5 | -12%
CCc1ccc(/C=C2/SC(=S)N(CCC(=O)Nc3cccnc3)C2=O)cc1 | -1% | -5% | -3% | -5% | -2% | -2 | -1.0% | -3 | 7%
COc1cccc(CN2CC(C(=O)N3CCCO3)CCC2=O)c1 (stereo not drawn) | 1% | 2% | -23% | -3% | 4% | -5 | 1.9% | -2 | -3%
COc1ccc(CCn2c(=N)c(S(=O)(=O)c3ccccc3)cc3c(=O)n4ccccc4nc32)cc1 | -1% | 0% | -5% | 3% | -4% | -7 | -0.5% | 6 | 3%
CCOC(=O)c1ccc(N2C(=O)c3n[nH]c(C)c3C2c2ccc(O)c(OC)c2)cc1 (stereo not drawn) | -1% | -13% | -21% | 8% | -4% | 6&-1 | 4.2% | 1 | 0%
C/C=C(\C)C(=O)N1CCC(C(=O)c2ccccc2)CC1 | 3% | 6% | -16% | 1% | -4% | -4 | 0.5% | 10 | 4%
C=CCc1cc(Cl)ccc1OCCCNC(C)CC (stereo not drawn) | -7% | 0% | -2% | 1% | -6% | -14 | -1.0% | 7 | -8%
NS(=O)(=O)c1ccc(NC(=O)CN2CCCC2)cc1 | 1%[57.1 µM] | 0% | -10% | -2% | -5% | -4 | -0.9% | 4 | 8%
CC1(C)c2[nH]c3ccccc3c2C[C@@H]2C(=O)N(Cc3ccccc3F)C(=O)N21 | -6% | 0% | . | . | -3% | -5 | . | -5 | -1%
COc1cccc(C(=O)N(CN2CCCC2=O)c2cccc(Cl)c2)c1OC | -8% | 1% | -12% | -1% | 1% | 0 | -0.3% | 6 | -6%
COc1ccc(S(=O)(=O)Nc2cccc(-c3ccc(N4CCCCCC4)nn3)c2)c(OC)c1 | 4%&-14%[57.1 µM] | -1%&-6% | -16%&-22% | -3%&11% | 9%&7% | -3&-3 | -0.9%&0.8% | 9&-5 | 7%&-3%
Cc1ccc(C)c(NC(=O)CN(C)C(=O)c2cc(-c3cccs3)nn2-c2ccccc2)c1 | -11% | 0% | -24% | -5% | -3% | 2 | 23% | -1 | 5%
Cn1c(SCC(=O)N2CCCC2=O)nc2ccccc21 | -1% | 5% | -15% | 8% | -1% | -11 | -1.1% | -4 | -5%
COc1cc(Cl)ccc1OCc1cc(C(=O)NCC(C)(C)N2CCOCC2)no1 | 0% | -4% | -12% | -4% | 3% | -3 | -1.3% | 4 | 0%
CN(Cc1c(F)cccc1Cl)c1nnnn1-c1ccccc1 | 4% | -7% | -20% | 1% | -4% | -6 | 0.6% | 6 | -5%
CCOc1cc(CNC(=O)c2ccc3c(c2)N(C)C(=O)C2CCCCN32)ccc1OC (stereo not drawn) | 0%[57.1 µM] | 1% | -14% | -14% | 2% | 1 | 1.2% | -2 | 1%
CC1(C)Cc2ccccc2-c2nnc(-c3ccccc3)n21 | -1% | 0% | -24% | -12% | 1% | 0 | 0.2% | -1 | 3%
CCCCN1C(=O)C2C(c3ccc(OC)cc3O)NC(CC(C)C)(C(=O)O)C2C1=O (stereo not drawn) | -9% | 1% | 2% | -7% | -4% | -1 | -0.4% | -3 | -1%

Three compounds already listed, arranged by the value under USP1 inh, lowest first.
canonical_smiles	TrxR1 substrate	USP1 inh	Glioma ERSR ind	RXFP1 agonist	PI4K2A inh
CCOc1cc(CNC(=O)c2ccc3c(c2)N(C)C(=O)C2CCCCN32)ccc1OC (stereo not drawn)	0%[57.1 µM]	-14%	2%	1.2%	-2
COc1cc(Cl)ccc1OCc1cc(C(=O)NCC(C)(C)N2CCOCC2)no1	0%	-12%	3%	-1.3%	4
CCCCN1C(=O)C2C(c3ccc(OC)cc3O)NC(CC(C)C)(C(=O)O)C2C1=O (stereo not drawn)	-9%	2%	-4%	-0.4%	-3
